PfG6PD inh – PfG6PD (Plasmodium falciparum) enzyme inhibition | PfGluPho enzyme, NADPH resazurin-diaphorase fluorescence | inhibition, % at 20 µM | AID 504690 | 350,000 tested, 0.78% active;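 active means inhibition reaching at least a set limit at 20 µM in the primary screen, cut at about 59% in these data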;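 further: 0% = DMSO wells with substrate and 100% = DMSO wells lacking glucose-6-phosphate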
SENP8 block-1 – blocks human SENP8 cleavage of Nedd8 substrate | AID 602440 | recombinant SENP8, Nedd8 substrate fluorescence | inhibition, % at 20 µM | 360,000 tested, 0.64% active; in the data active means inhibition mostly above about 40%, no sharp cut-off; inactive means mostly below about 27%
Target sequence (Q96LD8 whole entry, looked up): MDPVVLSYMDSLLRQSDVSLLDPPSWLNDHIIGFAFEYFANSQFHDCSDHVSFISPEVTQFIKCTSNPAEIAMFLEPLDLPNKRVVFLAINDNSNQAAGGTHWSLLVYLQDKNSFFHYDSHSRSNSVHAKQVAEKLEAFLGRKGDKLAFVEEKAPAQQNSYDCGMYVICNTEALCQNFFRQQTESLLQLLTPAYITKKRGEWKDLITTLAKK
NLRP3 yeast inh – NALP3 inhibition in yeast | 330,000 tested, 0.39% active | AID 2825 | inhibition, % at 10 µM | Yeast reconstituted NLRP3/ASC/caspase-1, beta-gal luminescence, 24 h;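 active means inhibition of 50% or more; inactive means inhibition below 50%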;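 further: plate controls were induced DMSO wells for no effect and uninduced yeast grown without galactose for full effect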
SENP8 block-2 – blocks the human protease SENP8. Q96LD8. purified SENP8, Z-RLRGG-aminoluciferin cleavage, luminescence. inhibition, % at 10 µM. 330,000 tested, 1.2% active. AID 2540; in the data active means inhibition above about 50%
SENP7 inh – SENP7 protease inhibition. recombinant SENP7, Z-RLRGG-aminoluciferin luminescence, 40 min. 330,000 tested, 1.5% active. Q9BQF6. inhibition, % at 5 µM. AID 434973;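 active means inhibition above about 50% at the single test dose, limit read from the data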;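 further: plate controls were DMSO with enzyme for no effect and no enzyme buffer wells for full effect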
Target sequence (Q9BQF6 706-1050 limits assumed): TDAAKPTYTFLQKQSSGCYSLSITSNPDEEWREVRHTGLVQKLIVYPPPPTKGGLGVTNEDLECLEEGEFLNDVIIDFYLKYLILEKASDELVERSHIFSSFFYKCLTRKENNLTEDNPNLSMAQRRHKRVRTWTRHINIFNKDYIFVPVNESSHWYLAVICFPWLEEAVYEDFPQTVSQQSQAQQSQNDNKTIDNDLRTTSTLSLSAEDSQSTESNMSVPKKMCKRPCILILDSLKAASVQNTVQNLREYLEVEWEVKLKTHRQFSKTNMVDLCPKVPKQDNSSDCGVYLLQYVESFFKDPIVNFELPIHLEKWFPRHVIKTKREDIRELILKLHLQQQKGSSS
Apaf-1 inh – blocks human Apaf-1 apoptosome activity; O14727; reconstituted apoptosome caspase-3 activity, DEVD-Rh110 fluorescence; inhibition, % at 20 µM; 330,000 tested, 0.71% active; AID 489030; active means inhibition of at least 40% at 20 µM;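 further: plate controls were DMSO wells for no effect and DEVD-CHO caspase inhibitor wells for full effect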
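Material: reconstituted apoptosome with Apaf-1, cytochrome c, caspase-9, procaspase-3, dATP / Buffer or medium: pH 7.5 Hepes buffer with CHAPS, BSA, DTT / Also added: cytochrome c with DEVD-Rh110 / Schedule: compound with Apaf-1, dATP, procaspase-3 30 min, then 50 min reaction, room temperature / Technique: rhodamine 110 fluorescence at Ex 480/Em 540 nm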
SENP6 block – blocks the human protease SENP6; Q9GZR1; Recombinant SENP6 catalytic domain, aminoluciferin luminescence; inhibition, % at 10 µM; 330,000 tested, 1.8% active; AID 2599;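 active means inhibition above about 50% at the single tested dose, limit read from the data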;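 further: plate controls were DMSO wells with enzyme for no effect and DMSO wells lacking enzyme for full effect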
SENP1 inh – inhibitors of human SENP1 SUMO protease catalytic domain; 360,000 tested, 0.21% active; Q9P0U3; inhibition, % at 10 µM; recombinant SENP1 catalytic domain, CyPet-SUMO1-YPet FRET cleavage;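 active means inhibition at least 30% at 10 µM, raw YFP signal under a set limit, fluorescence ratio 0.5 to 1.5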;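 further: 0% = enzyme with DMSO and 100% = no enzyme wells; some results filed as inactive read as strong as hits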
Target sequence (Q9P0U3 419-644 limits assumed): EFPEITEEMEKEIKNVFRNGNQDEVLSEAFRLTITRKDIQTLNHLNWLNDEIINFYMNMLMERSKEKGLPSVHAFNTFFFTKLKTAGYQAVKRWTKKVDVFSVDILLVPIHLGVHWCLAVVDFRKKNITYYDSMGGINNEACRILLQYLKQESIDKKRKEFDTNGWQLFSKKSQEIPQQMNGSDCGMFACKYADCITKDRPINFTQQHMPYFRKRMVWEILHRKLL
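Test system: human SENP1 catalytic domain; medium: Tris pH 8 buffer plus EDTA, NaCl, BME, BSA, NP40, catalase; incubation: 50 min reaction at room temperature; technique: FRET, CFP and YFP emission; controls: no-enzyme low control and enzyme-plus-DMSO high control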
HKDC1 inh – blocks human hexokinase HKDC1 activity | recombinant HKDC1, G6PDH/diaphorase resazurin coupled fluorescence | inhibition, % at 20 µM | 340,000 tested, 0.16% active;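 active means inhibition above about 35% when tested at 20 µM, limit read from the data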;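 further: plate controls were DMSO wells with enzyme for no effect and DMSO wells lacking enzyme for full effect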
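Assay system – recombinant HKDC1 (HK5) hexokinase enzyme, produced in-house · Input – HKDC1 at 5 µg/mL · Reagent – glucose plus 1 mM ATP as hexokinase substrates · Timing – 90 min reaction incubation at room temperature, dark · Measured by – G6PDH/diaphorase-coupled fluorescence, 1 mM NADP, 100 µM resazurin, 525/613 nm · Benchmarks – DMSO-enzyme wells negative, buffer-substituted wells positive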
* marks the source's active call; other numbers are inactive results; x = no result given. This is a random part of the collection. Share with any hit: about 4.1%.

1) COc1ccc(OC)c(NC(=O)C2CC(=O)N(c3ccc(Br)cc3)C2)c1 (stereo not given)
2) C1CN(CC2CCN(c3nc4nonc4nc3N3CCSCC3)CC2)CCO1
3) CC(Nc1ccc2c(c1)OCCO2)C(=O)Nc1ccc2c(c1)OCO2 (stereo not given)
4) O=c1c(/C=C(\O)c2ccc(F)cc2)nc2ccccc2n1-c1ccccc1
5) O=S(=O)(c1ccc(OCC(O)CN2CCc3ccccc3C2)cc1)N1CCOCC1 (stereo not given)
6) CC(C)CNC(=O)COC(=O)c1n[nH]c2ccccc12
7) CCOc1cc(/C=N/NC(N)=S)cc(Br)c1OCc1ccccc1C
8) Cc1ccc(NC(=O)CCCCCN2C(=O)[C@@H]3Cc4ccccc4CN3C2=O)cc1
Compound	1	2	3	4	5	6	7	8
PfG6PD inh	-10	2	1	-2	-2	12	24	5
SENP8 block-1	25	9	20	-222	21	-12	18	5
NLRP3 yeast inh	11	0	12	17	1	-3	17	17
SENP8 block-2	10	-3	-1	7	-5	9	2	0
SENP7 inh	-4	7	9	8	-7	9	-8	3
Apaf-1 inh	3	11	-5	11	-20	-5	21	-4
SENP6 block	-7	-11	4	8	-15	-6	-4	5
SENP1 inh	4	-1	-2	-15	1	1	1	0
HKDC1 inh	5	4	2	-1	-11	-7	2	-5

9) C=CCN(C(=O)c1csnn1)C(C(=O)NC1CCCCC1)c1ccc(F)cc1 (stereo not given)
10) Cc1ccccc1-c1cc(C(=O)O)nn1CC1CC(c2cccc([N+](=O)[O-])c2)=NO1 (stereo not given)
11) Cn1c(=O)c2c(nc(SCCN3CCCCC3)n2Cc2ccccc2)n(C)c1=O
12) O=C(/C=C/c1ccccc1)N(Cc1cccc(Cl)c1)C1CCS(=O)(=O)C1 (stereo not given)
13) COc1ccc(C(C)=O)cc1CSc1nnc(Nc2ccccc2C)s1
14) CN(C)/C=C(\C#N)C(=O)Nc1ccc(F)c(Cl)c1
15) CCOC(=O)N1CCN(S(=O)(=O)c2ccc(C)c([N+](=O)[O-])c2)CC1
16) CC(C)[C@H](NC(=O)Cc1ccccc1)C(=O)OCc1cc(=O)n2c(n1)sc1ccccc12
Compound	9	10	11	12	13	14	15	16
PfG6PD inh	7	-2	5	7	6	-3	-10	-11
SENP8 block-1	20	6	24	12	17	6	12	-93
NLRP3 yeast inh	20	11	11	-6	-2	20	12	-7
SENP8 block-2	-6	0	-2	6	-7	3	-2	11
SENP7 inh	3	-2	9	-1	-7	-4	-5	4
Apaf-1 inh	4	0	7	6	17	-7	9	1
SENP6 block	-20	-6	4	6	-15	8	-4	-3
SENP1 inh	1	1	3	0	-2	-8	2	-7
HKDC1 inh	5	1	-12	1	4	-7	0	16

Complete entries, quoted from the list. Order of values: PfG6PD inh, SENP8 block-1, NLRP3 yeast inh, SENP8 block-2, SENP7 inh, Apaf-1 inh, SENP6 block, SENP1 inh, HKDC1 inh
`CN(C)/C=C(\C#N)C(=O)Nc1ccc(F)c(Cl)c1` reads -3, 6, 20, 3, -4, -7, 8, -8, -7
`Cn1c(=O)c2c(nc(SCCN3CCCCC3)n2Cc2ccccc2)n(C)c1=O` reads 5, 24, 11, -2, 9, 7, 4, 3, -12
`O=C(/C=C/c1ccccc1)N(Cc1cccc(Cl)c1)C1CCS(=O)(=O)C1` (stereo not given) reads 7, 12, -6, 6, -1, 6, 6, 0, 1
`Cc1ccccc1-c1cc(C(=O)O)nn1CC1CC(c2cccc([N+](=O)[O-])c2)=NO1` (stereo not given) reads -2, 6, 11, 0, -2, 0, -6, 1, 1

Next section
17) CCc1nc2ccccc2n1CC1CC1(Cl)Cl (stereo not given)
18) Cc1ccc(CNC(=O)C(=O)NCC2OCCN2S(=O)(=O)c2ccc(C)cc2)cc1 (stereo not given)
19) CCN(CC(=O)N1CCCC1)S(=O)(=O)c1cc(C)ccc1OC
20) Cc1ccc(Nc2nc(N)nc(CN3CCN(Cc4ccc5c(c4)OCO5)CC3)n2)cc1Cl
21) Nc1c(C(=O)Nc2ccccc2Cl)nnn1-c1ccc2c(c1)OCCO2
22) Cc1ccc(S(=O)(=O)N(C)C)cc1NC(=O)C(C)Sc1ccccc1 (stereo not given)
23) NS(=O)(=O)c1ccc(NC(=O)COC(=O)c2cc(Cl)ccc2[N+](=O)[O-])cc1
24) COc1ccc(CCNC(=O)CSc2nc(=O)[nH]c3c2CCC3)cc1OC
Compound	17	18	19	20	21	22	23	24
PfG6PD inh	-14	7	-5	-5	9	-2	-6	-4
SENP8 block-1	26	0	6	7	2	9	13	24
NLRP3 yeast inh	-17	8	14	0	12	1	6	4
SENP8 block-2	0	-13	-4	4	-10	-11	2	-8
SENP7 inh	4	-9	-1	6	3	-6	13	-4
Apaf-1 inh	0	12	-2	18	10	5	1	-7
SENP6 block	7	-7	-8	0	-29	-9	3	-8
SENP1 inh	0	1	1	-1	-5	-1	1	1
HKDC1 inh	-7	-8	-7	2	-3	-1	-6	-3

25) COc1ccc(C(=O)c2cn[nH]c2-c2cc(Cl)ccc2O)cc1
26) Cc1ccc2nc3c(cc2c1)c(C)nn3-c1ccccc1
27) N/C(=N\OC(=O)c1ccccc1[N+](=O)[O-])c1cccnc1
28) Nc1c(C(=O)NCCc2ccccc2)nnn1Cc1ccc(Br)cc1F
29) CC(C)c1nc(CNC(=O)C2CCC(=O)N(Cc3ccc(Cl)cc3)C2)no1 (stereo not given)
30) Cc1ccc(CC(=O)NC2CCN(Cc3ccccc3)CC2)cc1
31) Cc1ccc(NC(=O)c2ccc3c(=O)n4c(nc3c2)CCCCC4)nc1
32) O=C(Cn1[nH]c(=O)c2ccccc2c1=O)NC1CCCCCC1
Compound	25	26	27	28	29	30	31	32
PfG6PD inh	-14	-4	15	-10	-16	10	9	7
SENP8 block-1	4	-320	25	24	4	16	-8	14
NLRP3 yeast inh	-16	35	14	-6	0	23	25	14
SENP8 block-2	1	1	-5	0	3	5	-1	5
SENP7 inh	3	-6	-5	1	-13	3	9	-3
Apaf-1 inh	27	13	-4	9	11	-12	14	-14
SENP6 block	3	0	-10	3	-24	9	-12	-18
SENP1 inh	0	-17	-37	1	-3	-2	1	-1
HKDC1 inh	-7	5	-2	-9	-2	-7	-5	4

A section of the results above:
16) CC(C)[C@H](NC(=O)Cc1ccccc1)C(=O)OCc1cc(=O)n2c(n1)sc1ccccc12
17) CCc1nc2ccccc2n1CC1CC1(Cl)Cl (stereo not given)
18) Cc1ccc(CNC(=O)C(=O)NCC2OCCN2S(=O)(=O)c2ccc(C)cc2)cc1 (stereo not given)
19) CCN(CC(=O)N1CCCC1)S(=O)(=O)c1cc(C)ccc1OC
20) Cc1ccc(Nc2nc(N)nc(CN3CCN(Cc4ccc5c(c4)OCO5)CC3)n2)cc1Cl
21) Nc1c(C(=O)Nc2ccccc2Cl)nnn1-c1ccc2c(c1)OCCO2
Compound	16	17	18	19	20	21
PfG6PD inh	-11	-14	7	-5	-5	9
SENP8 block-1	-93	26	0	6	7	2
NLRP3 yeast inh	-7	-17	8	14	0	12
SENP8 block-2	11	0	-13	-4	4	-10
SENP7 inh	4	4	-9	-1	6	3
Apaf-1 inh	1	0	12	-2	18	10
SENP6 block	-3	7	-7	-8	0	-29
SENP1 inh	-7	0	1	1	-1	-5
HKDC1 inh	16	-7	-8	-7	2	-3

Next section:
33) CCOC(=O)c1c(N)nn(C(=O)C(C)C)c1-c1ccc(OC)cc1
34) CCOC(=O)C1(Cc2ccccc2C)CCCN(C(=O)COC)C1 (stereo not given)
35) O=C(CN(C1CCCCC1)S(=O)(=O)c1ccc(Br)cc1)NCc1ccncc1
36) Cc1cccc(C2=NN(c3ccccc3)[C@@H](C(=O)N3CCOC3=O)[C@@H]2c2ccccc2)c1
37) COc1ccccc1OCCNC(=O)C(CCSC)NS(=O)(=O)c1ccccc1F (stereo not given)
38) Cc1onc(-c2c(F)cccc2Cl)c1C(=O)NC1=NCCS1
39) COc1ccc(C(=O)NCc2ccc3c(c2)CCO3)cc1
40) COCC(C)NS(=O)(=O)c1ccc(OC)cc1 (stereo not given)
Compound	33	34	35	36	37	38	39	40
PfG6PD inh	2	-12	-1	29	0	-6	11	4
SENP8 block-1	0	3	8	-372	5	12	9	13
NLRP3 yeast inh	13	13	0	x	7	0	30	1
SENP8 block-2	6	-9	-2	x	-7	-14	-6	0
SENP7 inh	2	12	4	-12	-2	3	8	12
Apaf-1 inh	21	-1	4	17	23	-3	-4	-16
SENP6 block	4	-11	-31	x	-6	-15	-6	5
SENP1 inh	3	-2	3	-49	2	2	-11	2
HKDC1 inh	4	-6	14	-3	2	-1	-5	-9

41) NC(=O)c1c(NC(=O)C2CCCO2)sc2c1CCCCC2 (stereo not given)
42) Cc1c(N2C(=O)C(=O)/C(=C(/O)c3ccccc3)C2c2ccc(F)cc2)c(=O)n(-c2ccccc2)n1C (stereo not given)
43) COC(=O)C1=C(C)NC(=O)/C1=C\c1cc(C)n(-c2ccccc2C)c1C
44) COC(=O)c1cc(S(=O)(=O)Nc2c(C)cccc2C)cn1C
Compound	41	42	43	44
PfG6PD inh	49	-6	17	-7
SENP8 block-1	-8	-1	-52	8
NLRP3 yeast inh	-4	13	3	13
SENP8 block-2	2	-7	0	-3
SENP7 inh	9	-1	-1	0
Apaf-1 inh	5	5	0	-1
SENP6 block	3	-10	-9	-2
SENP1 inh	-37	1	-16	3
HKDC1 inh	-7	-10	3	-3

Screening results as filed in PubChem.
